High-throughput results: PubChem, The Scripps Research Institute Molecular Screening Center
M1 ag parental – counter-screen for M1 agonists: effect in parental CHO-K1 cells; Fluo-8 calcium fluorescence; scaled to maximal ATP response, vehicle zero; activation, % at 3 µM; 0.48% of 360,000 active; AID 602248, 2012; in the data active means activation above about 15%;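 further: untransfected CHO-K1 host cells lacking M1 receptor as counterscreen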
CHO parental Ca – ATP-evoked calcium signal inhibitors, parental CHO, primary screen, counter-screen for OX1R antagonist project, cell-based, fluorescence, Fluo-8 calcium dye; 0.63% of 330,000 active; parental CHO-K1, ATP-induced calcium, Fluo-8 fluorescence; inhibition, % at 5.6 µM;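 active means inhibition above that plate's mean sample inhibition plus 3 SD, cut at about 26% in these data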;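 further: 0% = ATP-challenged DMSO wells and 100% = DMSO wells without ATP; some compounds past the cut are filed as inactive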
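Test system: untransfected parental CHO cell line; also added: ATP stimulus; dosing: 5.6 µM, single dose; signal: calcium-sensitive Fluo-8 fluorescence; measure: percent inhibition of ATP-evoked calcium rise, normalized to controls; benchmarks: low control ATP plus DMSO, high control DMSO only; replication: one well per compound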
M1 ag – human M1 muscarinic receptor agonists, primary screen, Fluo-8 calcium fluorescence, CHO-K1 cells, HTS. AID 588814, 2011. 0.33% of 360,000 active. CHO-K1 hM1, agonist mode; 0% DMSO, 100% acetylcholine EC100. activation, % at 3 µM. Muscarinic acetylcholine receptor M1 (Homo sapiens), P11229;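 active means activation above the run's mean compound activation plus 3 SD, cut at about 16% in these data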;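 further: peak over basal fluorescence ratio within a 140 s kinetic read after compound addition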
OXTR potentiate – human OXTR potentiators, primary screen, fluorescence, CHO-OTR cells, Fluo-8 calcium; Oxytocin receptor (Homo sapiens), P30559; Fluo-8 calcium fluorescence, potentiator mode; 0% = oxytocin EC15, 100% = EC100; activation, % at 3 µM; 0.061% of 320,000 active;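 active means activation above that plate's cutoff, the mean activation of tested compounds plus 3 SD, cut at about 6.6% in these data, passing the limit was not always enough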;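 further: 100% uses oxytocin at 75 nM as the full agonist control; some results filed as inactive read as strong as hits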
Target sequence (P30559 whole entry, looked up): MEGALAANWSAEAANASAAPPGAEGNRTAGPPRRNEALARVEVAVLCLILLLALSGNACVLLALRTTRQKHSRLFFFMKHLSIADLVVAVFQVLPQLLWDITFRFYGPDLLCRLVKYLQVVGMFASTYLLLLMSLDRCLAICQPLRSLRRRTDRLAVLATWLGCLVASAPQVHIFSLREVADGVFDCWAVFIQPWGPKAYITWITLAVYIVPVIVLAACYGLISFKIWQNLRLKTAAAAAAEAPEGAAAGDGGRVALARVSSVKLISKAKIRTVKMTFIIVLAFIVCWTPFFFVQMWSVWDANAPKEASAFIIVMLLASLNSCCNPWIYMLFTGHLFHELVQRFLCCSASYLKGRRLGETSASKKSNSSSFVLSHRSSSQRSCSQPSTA
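Assay system: CHO cell line stably expressing human OTR. Reagent: EC15 oxytocin agonist. Dosing: single dose, 3.0 µM nominal final compound concentration. Timing: compound 6 min at room temperature before oxytocin, 100 s read. Signal: kinetic Fluo-8 calcium fluorescence. Controls: oxytocin EC15 low and EC100 high.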
M1 PAM parental – nonselective calcium activators in parental CHO-K1 cells, primary screen, counter-screen for M1 PAM project, cell-based, Fluo-8 calcium fluorescence, full deck, 1536-well; ATP EC20; 0% at ATP EC20, 100% at ATP max; activation, % at 3 µM; 0.02% of 360,000 active; AID 602247, 2012;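 active means activation above the run cutoff, the mean activation of all test compounds plus 3 SD, cut at about 40% in these data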;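 further: peak over basal fluorescence ratio in a 140 s read after ATP addition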
TAAR1 antag – human TAAR1 antagonists, primary screen, Fluo-8 calcium fluorescence, CHO RD-HGA16 cells; antagonist; inhibition, % at 3 µM; 1.5% of 360,000 active; AID 624466, 2012;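 active means inhibition above a per-plate cutoff, the mean inhibition of test compounds on that plate plus 3 SD, cut at about 49% in these data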;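 further: 0% = DMSO plus EC80 beta-PEA response and 100% = DMSO alone without agonist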
Target sequence (Q96RJ0 whole entry, looked up): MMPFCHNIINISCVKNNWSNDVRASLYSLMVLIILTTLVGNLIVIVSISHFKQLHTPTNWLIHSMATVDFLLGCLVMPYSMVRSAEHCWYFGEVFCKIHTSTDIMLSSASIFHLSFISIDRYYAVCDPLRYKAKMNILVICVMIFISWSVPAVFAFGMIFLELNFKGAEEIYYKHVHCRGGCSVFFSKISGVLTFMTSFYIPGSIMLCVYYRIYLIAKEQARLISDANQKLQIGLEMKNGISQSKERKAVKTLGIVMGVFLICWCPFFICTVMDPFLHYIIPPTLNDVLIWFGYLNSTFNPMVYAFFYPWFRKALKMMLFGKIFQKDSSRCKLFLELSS
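Test system: CHO RD-HGA16 cells bearing hTAAR1 | Reagent: β-PEA, EC80 | Compound dosing: 3 µM, single point | Schedule: Dye loading 75 min at 37 °C, then 30 min room temperature | Signal: Calcium fluorescence with Fluo-8 | Evaluation: Percent inhibition of PEA-evoked calcium signal, max/basal emission ratio | Control set: DMSO-only wells and EC80 β-PEA-stimulated wells | Repeats: Singlicate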
TAAR1 ag – human TAAR1 agonists, primary screen, Fluo-8 calcium fluorescence, CHO RD-HGA16 cells; Trace amine-associated receptor 1 (Homo sapiens), Q96RJ0; vehicle wells 0%, saturating PEA agonist 100%; activation, % at 3 µM; 0.99% of 360,000 active;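 active means activation above the mean activation of all test compounds in the run plus 3 SD, cut at about 38% in these data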
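Signal – calcium-sensitive Fluo-8 signal, excitation 470-495, emission 515-575 nm · System – RD-HGA16 (CHO) cells co-expressing Gα16 and hTAAR1 · Incubation – 17-24 h seeding, 75 min 37 °C dye, 30 min RT · Compound dosing – 3 µM single concentration · Repeats – no replicates (n 1)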
V1aR counter – agonists of human V1a receptor, primary screen, counter-screen for OXTR agonist project, fluorescence, CHO-V1R cells; Vasopressin V1a receptor (Homo sapiens), P37288; Fluo-8 calcium fluorescence, agonist mode; 0% DMSO, 100% 3 nM vasopressin; activation, % at 3 µM; 0.25% of 320,000 active;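 active means activation above the mean activation of all tested compounds plus 3 SD, per screening run, cut at about 20% in these data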;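 further: signal is peak over basal fluorescence ratio across a 100 second FLIPR read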
CHO-K1 Ca antag – counter-screen for M1 antagonists: effect in parental CHO-K1 cells; ATP-induced calcium, Fluo-8 fluorescence; inhibition, % at 3 µM; 0.6% of 360,000 active;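 active means inhibition above a per-plate cutoff, the plate's mean sample inhibition plus 3 SD, cut at about 24% in these data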;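 further: 0% = DMSO plus EC80 ATP and 100% = DMSO alone without ATP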
* marks the source's active call; other numbers are inactive results; · = not tested or not shown.

SMILES	M1 ag parental	CHO parental Ca	M1 ag	OXTR potentiate	M1 PAM parental	TAAR1 antag	TAAR1 ag	V1aR counter	CHO-K1 Ca antag
Cc1cc(C)n(CCNC(=O)CCc2nnc(CCc3ccccc3)o2)n1	0.3	2	-8	-12	17	13	5	0.5	6
CN(CCO)c1ccc2c(c1)OC[C@@H](Cc1ccccc1)NS2(=O)=O	0.6	·	·	·	6	0	3	·	-12
CC(C)(C)NC(=O)Cn1nnc(-c2ccc(S(C)(=O)=O)cc2)n1	0.4	-4	-2	-3	18	-19	7	0.6	-4
CC(=O)Nc1cc(-c2ccc(N3CCN(C)CC3)cc2)cn2c(-c3cccc(C(=O)N(C)C)c3)cnc12	0.4	·	-9	·	-15	-12	0	·	6
CC(O)[C@H]1CNC(=O)C(=O)N1CCCCC1CCCCC1 (some centres undefined)	0.5	-13	-4	-8	18	9	2	0.6	-16
Cc1ccccc1C(=O)N1CCC(C(=O)Nc2ccccn2)CC1	0.2	10	-3	-10	-10	-14	4	2.6	-6
O=C(Nc1ccc(N2CCOCC2)c(S(=O)(=O)Nc2ccccc2Cl)c1)c1ccccc1	2.4	-18	-7	-5	4	18	4	-0.5	-15
CC(=O)Nc1ccc(S(=O)(=O)NCCC(=O)OCC(=O)NNC(=O)c2ccccc2)cc1	0.3	3	-3	-5	5	-3	0	-0.3	-4
O=C(Nc1ccc2c(c1)OCO2)NC1(C(F)(F)F)Oc2ccccc2O1	1.3	-10	-3	-3	18	8	9	-0.3	-9
CCN1CCN(c2ccc(S(=O)(=O)N3CCOCC3)cc2NC(=O)c2cc(Cl)nc3ccccc23)CC1	0.8	-21	-5	-2	-13	-34	3	0.2	6
CN(C)S(=O)(=O)Nc1ccc(C(=O)O)cc1	-0.2	5	-6	1	-6	3	5	0.6	3
c1ccc(-c2cn3nc(-c4ccccc4)c(-c4ccccc4)nc3n2)cc1	-0.3	-29	-1	0	-9	2	25	0.8	22
COc1ccc(C(=O)N2CCC(C(=O)Nc3ccc(OC)c(OC)c3)CC2)cc1	0.0	-2	-4	2	0	6	0	0.4	5
CCOC(=O)c1ccc(S(=O)(=O)NC2CCCCCCC2)n1C	2.2	5	-1	-17	16	1	2	0.2	-9
CCCCCCNS(=O)(=O)c1ccc(Cl)s1	1.3	14	-4	-7	21	6	9	-1.6	-9
O=S1(=O)C[C@@H](N2CCN(CCO)CC2)[C@H](COCc2ccccc2)N1	0.2	·	17*	·	-5	-31	16	·	10
CC(C)(C)C(=O)Nc1c2c(nn1-c1ccc(F)cc1)CSC2	0.2	-12	-3	-3	19	1	0	-0.9	-10
Cc1noc(C)c1CSc1nc2sc(C)c(C)c2c(=O)n1-c1ccccc1	0.4	-19	-5	-14	19	-22	1	-1.2	-11
CC(C(=O)N1c2ccc(F)cc2CCC1C)N1C(=O)c2ccccc2C1=O (centres undefined)	0.7	-9	-4	-11	10	12	6	0.9	1
COCCNC(=O)C(=O)N/N=C/c1cccs1	0.0	-6	-7	-2	-11	-12	2	-0.8	1
Cc1ccc(S(=O)(=O)N2CCN(C(=O)c3cc(=O)[nH]c4ccccc34)CC2)c(C)c1	3.0	-26	0	-3	-6	51*	20	3.0	20
Cc1nnc(NC(=O)CCCN2C(=O)c3ccccc3C2=O)s1	0.6	-2	-3	1	29	1	0	-0.1	-8
CCCCCC(=O)N1CC2(C)CN(C(=O)CCCCC)CC(C)(C1)C2=O	0.0	-16	-4	5	11	-7	15	-1.6	-9
O=C(c1ccc(-c2nnc(Nc3cccc(Cl)c3)c3ccccc23)cc1)N1C[C@H]2C[C@H](C1)c1cccc(=O)n1C2	-0.1	-25	-5	-4	15	-24	5	0.0	-9
O=C(NCc1cnc2ccccn12)C1CCC(=O)N(Cc2ccccc2F)C1 (centres undefined)	0.9	·	-6	·	13	-11	0	·	-5
CC(=O)Nc1cccc(NC(=O)c2cc(-c3cccnc3)nc3ccc(Cl)cc23)c1	5.9	9	-3	2	-5	86*	14	1.8	4
NC(c1ccccc1)c1csc(NC(=O)NCCc2ccccc2)n1 (centres undefined)	2.6	·	0	·	12	11	62*	·	0
COc1ccc(N=Nc2c(C)[nH]c3ccccc23)cc1	0.0	-7	0	3	-3	-18	0	-0.3	-2
COCC1OS(=O)(=O)NC(CC(=O)SC(C)(C)C)C1C (centres undefined)	-0.8	-12	0	-15	-10	-2	9	0.7	12
Cc1ccc(OCC(=O)c2cc(C)n(C)c2C)c([N+](=O)[O-])n1	-0.3	-7	-8	-7	26	-12	0	-0.2	-6
CC(C)NC(=O)c1cccc(Cn2cc(Cl)cn2)c1	0.6	-11	-7	1	22	4	8	-0.2	-6
O=C(N/N=C/c1ccc([N+](=O)[O-])o1)C(O)c1ccccc1 (centres undefined)	0.0	-7	-1	-9	-1	-11	3	1.4	8
O=C(CCCN1C(=O)c2ccccc2C1=O)Nc1ccc(Br)cn1	0.4	-6	1	1	4	-13	11	0.6	-10
O=C1C(=O)c2ccccc2C(O)=C1CCCCl	4.4	-7	-4	-11	3	·	·	0.0	5
CC1(C(=O)O)CCC(C(=O)Nc2ccc(F)cc2)C1(C)C (centres undefined)	0.8	-2	-3	2	7	-11	2	0.2	-1
CCOc1ccc(S(=O)(=O)NN)cc1	1.7	-18	-4	-18	27	0	9	6.9	-10

Gathered by group, the compounds so far with a nitro group on carbon.
SMILES	M1 ag parental	CHO parental Ca	M1 ag	OXTR potentiate	M1 PAM parental	TAAR1 antag	TAAR1 ag	V1aR counter	CHO-K1 Ca antag
Cc1ccc(OCC(=O)c2cc(C)n(C)c2C)c([N+](=O)[O-])n1	-0.3	-7	-8	-7	26	-12	0	-0.2	-6
O=C(N/N=C/c1ccc([N+](=O)[O-])o1)C(O)c1ccccc1 (centres undefined)	0.0	-7	-1	-9	-1	-11	3	1.4	8

Next part.
SMILES	M1 ag parental	CHO parental Ca	M1 ag	OXTR potentiate	M1 PAM parental	TAAR1 antag	TAAR1 ag	V1aR counter	CHO-K1 Ca antag
Cc1nn(-c2ccccc2)c(Cl)c1/C=N/NS(=O)(=O)c1ccc(Br)cc1	0.1	-18	-10	-6	29	2	-3	-0.4	-16
COc1ccc(-c2ccnc3cc(C(=O)O)nn23)cc1	-0.4	6	-2	-2	4	0	1	-0.2	1
CC1(C(=O)NCc2ccc3c(c2)OCO3)CCN1C(=O)CC1CCCC1 (centres undefined)	-0.2	·	-3	·	-14	-19	-1	·	14
COc1ccc(Cl)cc1S(=O)(=O)N1CCCC(C(=O)N2CCCC2)C1 (centres undefined)	-0.6	8	3	8	-10	1	0	1.2	17
CC#CCN1C=C(C(=O)OCC)C(C)N(Cc2ccc(Br)cc2)S1(=O)=O (centres undefined)	0.9	-21	-6	·	11	13	1	·	-21
COc1cc(CCC(=O)OCC(=O)Nc2ccccc2C(C)C)cc(OC)c1OC	0.5	-24	-4	-2	17	21	0	1.1	-8
CSc1cccc(N2CC(C(=O)NCCN3C(=O)S/C(=C\c4cccnc4)C3=O)CC2=O)c1 (centres undefined)	0.0	-10	-8	-7	-11	1	0	-1.8	5
CC1(C)Cc2c(C#N)c(N3CCOCC3)nc(-c3ccccc3)c2CO1	0.6	-17	-8	-7	11	-21	10	-1.9	-3
CC(Sc1nnc(CN2CCCC2)n1Cc1ccccc1)C(=O)Nc1ccc(F)c(F)c1F (centres undefined)	0.4	·	-6	·	4	15	6	·	-15
COC(=O)c1ccc(CNC(=O)COC(=O)CC23CC4CC(CC(Br)(C4)C2)C3)cc1	1.9	-23	-7	-9	4	18	4	0.2	-2
COC(=O)c1cccc(NC(=O)CC2C(=O)NCCN2C(=O)c2ccc(F)cc2F)c1 (centres undefined)	0.6	-1	-3	-3	15	-9	-1	0.2	-2
Cc1ccc(C(O)Cn2cc([N+](=O)[O-])nc2C)cc1 (centres undefined)	1.9	-13	-4	-6	14	-6	0	-2.6	-15
O=[N+]([O-])c1ccc(C(O)CN2CCN(c3ccccc3)CC2)cc1 (centres undefined)	-0.1	-16	-9	-8	-24	-12	3	1.4	-7
Cn1c(=O)[nH]c(=O)c2c1nc(Sc1ccccc1)n2CCc1ccccc1	-0.1	-3	0	-10	4	-5	2	0.1	-10
CCc1nnc(NC(=O)CCC(=O)N2CCN(Cc3ccc(F)cc3)CC2)s1	0.3	-13	16*	-6	-8	-6	-1	1.3	-3
COCCCNC(=O)Cn1nnc(-c2ccccc2NC(=O)c2ccc(F)cc2)n1	0.5	-18	-3	-6	-1	-4	9	-0.1	1

Gathered by group: those above containing two or more sulfur atoms.
SMILES	M1 ag parental	CHO parental Ca	M1 ag	OXTR potentiate	M1 PAM parental	TAAR1 antag	TAAR1 ag	V1aR counter	CHO-K1 Ca antag
CCCCCCNS(=O)(=O)c1ccc(Cl)s1	1.3	14	-4	-7	21	6	9	-1.6	-9
Cc1noc(C)c1CSc1nc2sc(C)c(C)c2c(=O)n1-c1ccccc1	0.4	-19	-5	-14	19	-22	1	-1.2	-11
COCC1OS(=O)(=O)NC(CC(=O)SC(C)(C)C)C1C (centres undefined)	-0.8	-12	0	-15	-10	-2	9	0.7	12
CSc1cccc(N2CC(C(=O)NCCN3C(=O)S/C(=C\c4cccnc4)C3=O)CC2=O)c1 (centres undefined)	0.0	-10	-8	-7	-11	1	0	-1.8	5

Record cards, from the list above. Screens in order: M1 ag parental, CHO parental Ca, M1 ag, OXTR potentiate, M1 PAM parental, TAAR1 antag, TAAR1 ag, V1aR counter, CHO-K1 Ca antag
Record of CCc1nnc(NC(=O)CCC(=O)N2CCN(Cc3ccc(F)cc3)CC2)s1 → 0.3, -13, 16*, -6, -8, -6, -1, 1.3, -3
Record of O=[N+]([O-])c1ccc(C(O)CN2CCN(c3ccccc3)CC2)cc1 (centres undefined) → -0.1, -16, -9, -8, -24, -12, 3, 1.4, -7
